# Screening data: PubChem BioAssay, several laboratories
# HTR5A inv ag = counter-screen for OPRM1-OPRD1 inverse agonists: human HTR5A inverse agonism | P47898 | HTR5A cell line, luminescence | inhibition, % at 9.3 µM | 0.083% of 340,000 active | AID 504634; in the data active means inhibition mostly above about 23%, no sharp cut-off; inactive means mostly below about 18%;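 further: 0% = cells with DMSO and 100% = no-cell wells with DMSO; some compounds called inactive have numbers as strong as hits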
# Target sequence (P47898 whole entry, looked up): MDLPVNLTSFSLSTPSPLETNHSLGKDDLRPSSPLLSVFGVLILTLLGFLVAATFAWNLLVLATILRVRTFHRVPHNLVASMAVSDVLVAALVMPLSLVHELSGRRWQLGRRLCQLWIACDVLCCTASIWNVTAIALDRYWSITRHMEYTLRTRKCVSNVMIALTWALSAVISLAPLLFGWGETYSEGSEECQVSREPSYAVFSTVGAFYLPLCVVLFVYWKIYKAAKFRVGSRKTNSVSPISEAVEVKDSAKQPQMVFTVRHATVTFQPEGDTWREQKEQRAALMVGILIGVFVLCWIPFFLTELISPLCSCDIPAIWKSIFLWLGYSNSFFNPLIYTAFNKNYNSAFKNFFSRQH
# phage Ecoli inh = E. coli growth loss with phage present. growth absorbance. AID 651602. inhibition, % at 11.9 µM. 0.26% of 360,000 active; in the data active means inhibition above about 11%
# PKA-R2B act = activates the human PKA-R2B holoenzyme complex | P22694+P31323 | 0.079% of 340,000 active | PKA-R2B holoenzyme dissociation, Cy5-IP20 fluorescence polarization; R2B truncated from residue 108, S112A mutant; 0% DMSO only, 100% 113 µM cGMP | activation, % at 11.4 µM | AID 504700;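 active means activation above a cutoff set at the mean over all compounds plus 3 SD, cut at about 18% in these data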;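 further: higher means more holoenzyme dissociation and a rise in polarization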
# Target sequence (P31323 whole entry, looked up, other chains not shown, the tested form may be a part): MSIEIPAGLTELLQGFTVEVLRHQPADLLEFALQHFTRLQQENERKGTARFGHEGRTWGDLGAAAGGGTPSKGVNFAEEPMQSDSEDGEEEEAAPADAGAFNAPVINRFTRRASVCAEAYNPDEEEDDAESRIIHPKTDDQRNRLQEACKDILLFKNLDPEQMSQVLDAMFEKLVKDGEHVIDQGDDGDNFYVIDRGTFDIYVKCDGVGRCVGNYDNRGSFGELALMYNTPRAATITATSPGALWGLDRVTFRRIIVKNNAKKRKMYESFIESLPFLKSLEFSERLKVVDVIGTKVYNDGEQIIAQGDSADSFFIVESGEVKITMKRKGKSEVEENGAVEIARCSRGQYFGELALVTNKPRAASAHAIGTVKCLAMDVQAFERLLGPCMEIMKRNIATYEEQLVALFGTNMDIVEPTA
# MOR-DOR ag = OPRM1-OPRD1 heterodimerization agonism | activation, % at 9.3 µM | P35372+P41143 | cells, luminescence | 0.3% of 340,000 active; in the data active means activation above about 18%;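 further: 0% = vehicle-treated cells and 100% = reference agonist; values of inactives mirror those of a sister screen read the other way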
# E coli growth = bacterial growth inhibition, counter-screen for AddAB inhibitors | E. coli V3065 growth, OD600 absorbance, 18 h | inhibition, % at 11.9 µM | 0.27% of 330,000 active;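 active means inhibition above the campaign's mean inhibition across all tested compounds plus 3 SD, cut at about 9.9% in these data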;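 further: uninfected addAB+ strain grown without phage in ampicillin broth; 0% = DMSO wells and 100% = ciprofloxacin 0.95 µg/ml wells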
# PKA-R1A activ = activators of PKA-R1A complex; P00514+P68181; PKA-R1A dissociation, Cy5-IP20 fluorescence polarization; scaled: DMSO 0%, 113 µM cGMP 100%; activation, % at 11.4 µM; 0.083% of 340,000 active;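 active means percent activation above the mean of all tested compounds plus 3 SD, cut at about 19% in these data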;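 further: higher means more PKAc released from R1A so a rise in polarization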
# AddAB inh = less growth of phage-infected E. coli with AddAB. 0.29% of 330,000 active. inhibition, % at 11.9 µM. E. coli expressing H. pylori AddAB, absorbance growth; in the data active means inhibition above about 12%;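 further: 0% = vehicle wells of infected cells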
# Tat transport = inhibitors of E. coli Tat protein transport | E. coli MC4100 TorA-mCherry Tat export, fluorescence | inhibition, % at 10 µM | 0.036% of 340,000 active | AID 488895;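 active means mean replicate inhibition at least 50% and at least half of replicates individually reaching 50%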;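 further: exported cargo escapes ClpAP degradation while cytoplasmic cargo is degraded and loses fluorescence; 0% = median of neutral control wells and 100% = median of NaSCN control wells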
# PfHsp90 set2 = inhibits growth of yeast expressing Plasmodium falciparum Hsp90; 0.32% of 310,000 active; S. cerevisiae expressing PfHsp90, BacTiter-Glo ATP, 48 h; yeast lacking PDR1 and PDR3 efflux regulators; inhibition, % at 9.4 µM; AID 504621;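 active means every replicate shows inhibition above about 80%, whatever the replicate mean, limit read from the data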;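 further: 0% = DMSO neutral controls and 100% = 20 µM radicicol positive controls; yeast relying on Plasmodium falciparum Hsp90 in place of its own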
# Mot1-301 SUMO = blocks SUMOylation pathway, rescuing yeast Mot1-301 growth. S. cerevisiae Mot1-301 growth rescue, ATP luminescence, 38.5C; percent above DMSO median, 100 means doubled. growth rescue, % at 18.8 µM. 1% of 320,000 active;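 active means every valid replicate shows activation above 250% relative to neutral control wells; inactive means the rest, any valid replicate at or below 250%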;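 further: OY570 slx delta 5 strain wells were the positive control but not used for scaling; some compounds called inactive have numbers as strong as hits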
# OPRM1-OPRD1 inv = inverse agonist of human OPRM1-OPRD1 heterodimerization; cell-based MOR-DOR heterodimer luminescence, inverse agonism; 0.21% of 340,000 active; inhibition, % at 9.3 µM; in the data active means inhibition above about 22%, passing the limit was not always enough;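 further: 0% = cells with DMSO and 100% = wells without cells with DMSO; values of inactives mirror those of a sister screen read the other way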
# * marks the source's active call; other numbers are inactive results; . = not tested or not shown.
SMILES,HTR5A inv ag,phage Ecoli inh,PKA-R2B act,MOR-DOR ag,E coli growth,PKA-R1A activ,AddAB inh,Tat transport,PfHsp90 set2,Mot1-301 SUMO,OPRM1-OPRD1 inv
CCn1c(NC(=S)Nc2ccccc2)nc2ccccc21,-5.1,-2.3,-7.2,-0.3,-1.3,7.3,7.7,-8.8,-0.1,9.7,1.4
CC(Sc1ccc(S(=O)(=O)N2CCOCC2)cc1[N+](=O)[O-])C(=O)O (stereo unspecified),0.8,0.8,-13.5,-0.7,-1.5,-1.8,-2.1,23.6,-0.8,4.9,3.4
CCOc1ccc(C2/C(=C(/O)c3ccc(F)cc3)C(=O)C(=O)N2CCCN(C)C)cc1 (stereo unspecified),10.0,1.2,-4.2,-1.5,-0.5,-9.5,-0.7,-4.9,0.9,-4.5,6.1
O=C(Cc1ccccc1)N/N=C/c1ccccn1,15.5,-0.6,-4.9,-0.2,-2.2,-9.7,-1.8,-4.6,-7.9,72.7,1.1
CC(C)(C#CC(O)(c1ccccc1)c1ccccc1)N1CCCC1,12.5,2.4,-5.0,-4.0,1.4,-5.2,2.1,-9.6,10.8,142.7,18.5
N#C/C(=C\c1cc2c(cc1Br)OCO2)C(=O)NCC1CCCO1 (stereo unspecified),-34.1,2.5,5.2,-1.3,0.3,-2.7,0.4,-3.1,-4.7,-4.9,6.8
Cc1c(C#N)c(N)nc2c3c(sc12)NC(=O)CC3c1ccccc1 (stereo unspecified),-12.0,2.0,4.7,-0.8,-1.8,5.5,2.3,-6.1,-19.1,0.1,3.8
Cc1ccnc(NS(=O)(=O)c2ccc(NC(=O)c3snnc3C)cc2)n1,0.0,1.9,6.1,-2.6,-1.5,-5.2,-1.0,-4.6,33.1,-7.5,12.9
C=CC(=O)NCCCc1cc(C(C)(C)C)c(O)c(C(C)(C)C)c1,-1.6,3.6,-0.2,-1.6,-1.8,7.7,1.6,2.6,12.9,10.1,10.2
O=C(Nc1ccc(NS(=O)(=O)c2ccccc2)c(Cl)c1)c1ccccc1,6.6,-0.8,8.5,0.1,.,11.0,.,4.4,-14.0,.,-0.6
Cc1noc(C)c1C(=O)OCC(=O)c1cc(C)n(Cc2ccccc2Cl)c1C,20.6,1.4,-1.7,5.1,-0.6,1.4,-0.2,14.3,.,-2.9,-25.5
O=C(NNC(=O)c1ccc2ccccc2c1O)Nc1ccc(F)cc1,-23.2,11.7*,-4.2,1.8,9.0,-7.9,10.4,-2.4,26.5,-10.0,-7.3
Cc1nc2ccccn2c(=O)c1NC(=O)c1cccs1,-17.6,2.2,12.7,1.1,0.0,6.4,0.0,-2.8,.,247.3,-6.7
Cc1[nH]c2ccc(OCc3ccccc3)cc2c1CCN1C(=O)OC(C)(C)C1(C)O (stereo unspecified),14.1,0.5,0.0,-0.6,-3.4,6.5,-3.4,-0.9,-0.8,12.9,3.0
Cc1ccc(S(=O)(=O)Nc2ccc3ncccc3c2)cc1,0.9,0.4,-0.2,-1.7,-0.1,-14.5,1.0,-0.8,.,-5.5,8.3
CCN(CC)S(=O)(=O)c1ccc(/C=C/C(=O)OCC(=O)Nc2ccc(C(N)=O)cc2)cc1,10.5,3.3,6.6,-0.3,-1.3,2.1,-0.2,6.2,.,-0.9,1.6
COc1cc(CCCN2C(=S)NC[C@@H]2Cc2ccccc2)cc(OC)c1OC,-1.6,2.0,-4.2,-3.7,0.9,3.2,4.7,4.7,18.1,4.0,20.2
Cc1cc(C)n(/N=C/c2cc([N+](=O)[O-])ccc2O)c(=O)c1,9.7,2.6,13.4,-1.3,2.3,4.7,0.5,-6.5,-21.4,157.3,6.8
O=C1C2C3CCC(C3)C2C(=O)N1CNc1ccc(F)cc1 (stereo unspecified),-14.4,4.0,-0.7,-1.0,-1.6,-3.0,5.1,0.2,-73.1,6.2,5.4
O=[n+]1cc(-c2ccc(F)cc2)n([O-])c2c1CCC2,1.8,1.9,-1.5,-2.1,2.1,-8.2,3.0,-16.6,6.0,10.6,12.1
O=C(Nc1ccc(NC(=O)c2cccs2)cn1)c1ccco1,-14.4,3.1,4.6,1.2,3.5,-0.3,3.1,-6.5,0.3,.,-7.0
O=C(O)C1CCCCC1C(=O)Nc1ccccc1Cl (stereo unspecified),-30.8,1.1,2.9,-2.9,0.7,0.4,3.6,-4.0,51.3,-3.3,14.9
CC(NC(=O)Cn1c(NCCO)nc2ccccc21)C1CC2CCC1C2 (stereo unspecified),.,4.0,-1.3,.,0.7,-9.4,3.1,-0.6,-5.4,29.1,.
CCOc1ccc(CONS(=O)(=O)c2ccc(NC(C)=O)cc2)cc1Cl,3.0,0.1,-2.2,-0.7,-0.8,10.1,-0.2,3.2,9.8,9.7,5.0
CC1(C)C[C@@H]2C[C@@](C)(CN2C(=O)c2ccccc2)C1,-5.9,-1.5,-6.3,-2.1,0.8,-9.7,4.2,-13.3,0.3,-3.8,10.5
# Additional structures follow.
SMILES,HTR5A inv ag,phage Ecoli inh,PKA-R2B act,MOR-DOR ag,E coli growth,PKA-R1A activ,AddAB inh,Tat transport,PfHsp90 set2,Mot1-301 SUMO,OPRM1-OPRD1 inv
C/C(=N/NS(=O)(=O)c1cccc([N+](=O)[O-])c1)c1ccncc1,3.0,0.5,-0.4,-2.0,0.9,-0.2,1.1,-5.3,-10.7,70.0,10.6
CCN(C(=O)C(C)OC(=O)c1nn(-c2ccccc2C(F)(F)F)cc1O)c1ccccc1 (stereo unspecified),9.1,-0.3,-5.3,-3.3,-1.9,-0.4,1.9,2.8,-6.2,-18.7,16.7
COc1ccc(NC(=O)CSc2nc(C)c3c(c2C#N)CCCC3)cc1,-7.9,0.5,7.0,-2.4,-0.2,6.2,2.9,1.1,-2.6,-4.6,12.6
CCCOc1ccc(-c2nn(-c3ccccc3)cc2/C=C2\SC(N)=NC2=O)cc1C,-19.7,2.4,-3.5,-0.5,-0.9,-6.4,1.2,-2.3,-11.9,-5.8,2.6
Cc1cccc(N2CCN(C(=S)NCc3ccco3)CC2)c1C,-4.6,1.0,-5.5,1.8,0.3,-1.1,2.8,2.8,-40.7,42.3,-8.0
O=C(O)CCC(=O)NCCc1cccc(Cl)c1,6.9,1.2,-1.3,0.4,0.7,-0.8,1.0,-2.5,3.6,-7.7,-2.4
COc1ccc(CCNC(=O)NC23CC4CC(CC(C4)C2)C3)cc1,0.9,2.6,4.3,1.9,-0.7,1.9,-1.6,-8.5,-37.2,-3.5,-10.5
Cc1ccc(C(=O)N2CCCC(c3ccccc3)=N2)cc1,-4.5,2.0,0.4,-0.1,-0.4,1.2,1.8,-1.2,-1.9,3.6,0.3
CNC(=O)NC(=O)CSc1nnc(C(F)(F)F)n1C,-5.0,1.4,-13.2,-1.6,-1.5,4.8,1.6,2.1,7.3,.,8.9
CC(=O)N1CCc2cc(S(=O)(=O)CCC(=O)Nc3ccc(Cl)cc3F)ccc21,-21.0,2.5,-0.1,-2.2,0.3,-0.6,2.5,-0.5,0.1,-1.1,11.2
COc1ccc2nc(NC(=O)CSc3nnc(-c4ccoc4C)n3C)sc2c1,11.9,-0.7,-20.8,2.4,0.0,-6.4,-2.1,1.0,-5.4,7.7,-13.1
CC(=O)c1ccc(OCc2cc(C(=O)N(C)Cc3nc4c(C)cccc4[nH]3)no2)cc1,5.8,0.1,-1.6,-2.5,-1.7,-5.1,2.6,-1.6,-15.7,50.1,13.7
O=C(Nc1ccccc1C(=O)O)c1cccc(NC(=O)c2ccc(Br)o2)c1,-37.5,-1.4,-4.5,-1.9,4.0,-5.5,3.6,-2.3,8.7,12.2,10.4
Nc1nn(-c2ccccc2)c(N)c1N=Nc1ccc2c(c1)OCO2,9.1,10.4,-10.8,0.4,-0.1,-1.0,0.9,-4.2,-0.1,4.6,-2.6
O=S(=O)(CCNC1CC1)NC1CCCCC1,-7.3,5.5,0.8,-1.4,.,10.1,.,-3.3,1.2,.,6.6
C[C@@H]1NC(=O)/C(=C\c2ccccc2Br)NC1=O,-5.8,0.2,6.4,-4.3,-2.1,2.6,0.7,0.3,-9.4,2.2,20.5
CCCCNC(=O)Nc1c(C)cc(SC#N)cc1C,12.6,4.5,0.2,-0.1,2.5,12.1,3.1,1.3,-21.3,-1.0,0.9
Cc1cccc(Nc2ccc(S(=O)(=O)N3CCOCC3)cc2[N+](=O)[O-])c1,9.2,-0.6,4.3,0.2,3.0,-3.4,3.5,7.0,31.6,6.0,-0.7
Cc1ccccc1C(=O)NC1CCS(=O)(=O)C1 (stereo unspecified),12.1,2.8,-11.1,0.2,-0.8,0.1,0.3,-0.7,-19.3,.,-1.4
N#Cc1c(NC(=O)CSc2nc3ccccc3s2)sc2c1CCCC2,12.8,3.2,-7.0,0.2,0.8,-3.4,-0.9,-14.2,12.6,303.0,-1.0
Oc1ccccc1C1N=C(c2ccccc2)NC(c2ccccc2)=N1,-7.5,4.2,0.5,-0.5,2.2,-1.3,4.0,4.7,.,83.7,2.2
CCN(CC)C(=O)c1nc[nH]c1C(=O)N1CCN(C(=O)OC(C)(C)C)CC1,-5.1,3.8,-15.4,-2.5,2.3,-7.1,2.6,6.2,.,0.1,14.0
O=C(CCNc1n[nH]c(=O)[nH]c1=O)N/N=C/c1ccc(Cl)cc1,-3.8,4.2,2.7,2.1,-1.2,-8.6,0.0,0.5,31.5,1.7,-11.9
Nc1nnc(CCCCc2cccs2)o1,-8.5,0.6,5.8,-3.0,.,-16.3,.,13.6,15.5,.,16.6
COc1ccc(C(=O)Nc2ccc(O)c3ccccc23)cc1OC,-13.2,1.0,6.3,4.8,-1.9,6.9,0.2,-9.6,-18.2,-3.0,-24.1
CC(C)Nc1nc(NC(C)C)nc(N(C)n2cnnc2)n1,-7.3,1.7,1.7,-3.4,0.3,-2.5,1.6,-7.1,1.1,-1.9,14.2
CC(Sc1nnc(CN2CCCC2)n1Cc1ccccc1)C(=O)Nc1ccccc1 (stereo unspecified),-10.6,2.4,3.2,-0.6,0.3,-2.3,1.2,-2.3,-13.7,34.8,2.4
O=C(Cn1cnc(S(=O)(=O)N2CCCC2)c1)Nc1cccc(Br)c1,-3.9,0.8,1.7,-2.3,0.4,16.0,2.2,3.1,-2.2,96.6,12.6
COc1ccc(C2=NC(C(F)(F)F)(C(F)(F)F)c3c(n(C)c(=O)n(C)c3=O)N2)cc1,-13.2,1.1,5.0,0.8,-1.1,2.9,2.1,2.7,-36.3,10.5,-4.6
CC(=O)c1ccc(NC(=O)c2ccn[nH]2)cc1,-0.6,3.0,6.5,-0.3,0.7,0.5,3.1,1.2,-3.5,-17.6,1.9

# For reference, three of the compounds above.
SMILES,HTR5A inv ag,phage Ecoli inh,PKA-R2B act,MOR-DOR ag,E coli growth,PKA-R1A activ,AddAB inh,Tat transport,PfHsp90 set2,Mot1-301 SUMO,OPRM1-OPRD1 inv
O=C(Cn1cnc(S(=O)(=O)N2CCCC2)c1)Nc1cccc(Br)c1,-3.9,0.8,1.7,-2.3,0.4,16.0,2.2,3.1,-2.2,96.6,12.6
COc1ccc(C2=NC(C(F)(F)F)(C(F)(F)F)c3c(n(C)c(=O)n(C)c3=O)N2)cc1,-13.2,1.1,5.0,0.8,-1.1,2.9,2.1,2.7,-36.3,10.5,-4.6
CC(=O)c1ccc(NC(=O)c2ccn[nH]2)cc1,-0.6,3.0,6.5,-0.3,0.7,0.5,3.1,1.2,-3.5,-17.6,1.9
